UDG counterscr: blocks uracil-DNA glycosylase in AID counter-screen; FRET deamination/UDG coupled assay, UDG read, 4 h; Potency, µM (highest dose often 115 µM), without a hit: top-dose activity change, negative = inhibition, hits mostly inhibitors; 0.14% of 91,000 active; AID 1347430; also: nearly all actives have a fitted effect of over 65% in size
AID inh: activation induced cytidine deaminase inhibition; Potency, µM (doses to about 115 µM), for the others: at the highest dose activity change, negative = inhibition, actives largely listed as inhibitors; AID deamination FRET fluorescence, UDG-coupled, 4 h; 0.32% of 91,000 active; Q9GZX7; AID 1347428; also: nearly all actives have a fitted effect of over 25% in size
Target sequence (Q9GZX7 whole entry, looked up): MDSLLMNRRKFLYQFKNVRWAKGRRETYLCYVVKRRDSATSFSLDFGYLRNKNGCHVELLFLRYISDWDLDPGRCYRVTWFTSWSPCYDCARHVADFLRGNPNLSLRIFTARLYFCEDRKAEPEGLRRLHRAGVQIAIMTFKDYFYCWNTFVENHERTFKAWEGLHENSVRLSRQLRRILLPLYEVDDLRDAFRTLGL
* marks the source's active call; other numbers are inactive results; ? = inconclusive; & = joins results of further samples; [ ] = remark or other dose. Calls follow the shape of the dose curve; as a rule, active = well fitted curve in the direction sought with a large enough effect; inconclusive = small, poorly fitted or top-dose-only effect, or another doubt; inactive = no such curve, though single readings can be large; an effect the other way counts as inactive or inconclusive. % is scaled to controls: 0 for no effect and ±100 for the full control effect; potency is read from the fitted curve at half-maximal effect.

compound | UDG counterscr | AID inh
CCOC(=O)C1CCC(CN(Cc2c(Cl)cccc2Cl)S(=O)(=O)c2ccc(F)cc2)CC1 (stereo not drawn) | -8% | -20%
Cc1ccccc1/C=N/NC(=O)c1ccccc1C | 11% | 5%
CCCc1cc(=O)oc2cc(OCC(=O)NC3CCCC3)ccc12 | -8% | -4%
CNC(=S)NN=C1CCC(c2ccccc2)CC1 (stereo not drawn) | -3% | 0%
C=CCn1c(Oc2cccc(C(F)(F)F)c2)nc2c1c(=O)n(C)c(=O)n2C | -5% | -21%
COCCNc1ccc(-c2nc(-c3ccncc3)no2)cc1[N+](=O)[O-] | 4% | 14%
COc1ccccc1CNC(=O)c1cc2cc(C)ccc2n1C | 6% | 0%
CN(C)c1ccc(C(=O)NNC(=O)C(F)(F)F)cc1 | -7% | -6%
COC(=O)c1ccc(/C=C(/Cl)c2ncc(-c3ccc(Cl)cc3)o2)cc1 | 2% | 14%
Cc1ccc(-c2nnc3ccccc3c2C(=O)Nc2ccc(C)c(F)c2)cc1 | -4% | 34%[activator]
Cc1ccc(-c2c(C(=O)Nc3ccccc3F)oc(=O)c3ccccc23)cc1 | 0% | -24%
CCOc1ccc(CNS(=O)(=O)c2ccc(-c3coc(C)n3)cc2)cc1OC | -1% | 15%
COC(=O)c1cc2sccc2n1Cc1c(C)cc(C)cc1C | 1% | ?
Cc1nc(-c2ccc(F)cc2)sc1CCNC(=O)C(=O)Nc1ccc2c(c1)OCO2 | 37%[activator] | 80%[activator]
Cc1cccc(/C=C/C(=O)c2ccc(-c3ccccc3)cc2)c1 | -1% | -6%
O=C(OCc1cc(=O)n2nc(-c3cccs3)sc2n1)c1ccc(Cl)cc1 | 8% | 30%[activator]
COc1ccccc1NC(=O)c1sc2ncn(Cc3ccccc3Cl)c(=O)c2c1C | 7% | -10%
CCOc1ccc(N(Cc2cc3cc(C)ccc3[nH]c2=O)C(=O)c2cccc(OC)c2)cc1 | 44%[activator] | -7%
O=C(C(Sc1nc2ccccc2o1)c1ccccc1)N1CCCC1 (stereo not drawn) | 4% | -7%
O=C1CN(CC(=O)Nc2cc(Cl)ccc2Cl)CCN1 | 0% | 1%
O=C(O)C1C2C=CC(C2)C1C(=O)Nc1ccccc1C(F)(F)F (stereo not drawn) | 1% | 8%
N#C/C(=C/c1sc2ccccc2c1Cl)C(=O)NC1CC1 | -1% | -7%
CCOc1ccc(N2CC(NC(=O)c3ccc(Cl)cc3)CC2=O)cc1 (stereo not drawn) | -3% | 8%
COc1ccccc1NC(=O)c1cc(-c2cccnc2)nc2ccccc12 | -1% | -9%
COc1ccc(C(=O)/C(=C\c2ccc(Cl)cc2)c2nc3ccccc3o2)cc1 | -7% | -8%
Cc1ccc(-c2c(C(=O)N3CCN(c4cccc(C)c4C)CC3)oc(=O)c3ccccc23)cc1 | -11% | -3%
Cc1ccc(Nc2ccc([N+](=O)[O-])c3nonc23)cc1Cl | -3% | -17%
CCN(Cc1ccccc1)Cc1c(O)ccc2c(=O)c(-c3ccccc3Cl)coc12 | 3% | -1%
O=C(Cc1ccc2c(c1)CCCC2)NC1CCCC1 | -3% | -1%
N#C/C(=C/c1ccccc1OCCOc1ccccc1)c1ccccc1 | -4% | -9%
Cc1[nH]n(-c2ccc(F)cc2)c(=O)c1CCC(=O)Nc1ccc(C#N)cc1 | -1% | 1%
CS(=O)(=O)N(CC(=O)Nc1ccc(F)c(Cl)c1)Cc1ccccc1 | -13% | -15%
Cc1ccccc1N1CCN(c2nc(-c3cccnc3)nc3ccccc23)CC1 | -13% | -23%
COc1ccccc1CNC(=O)Cn1cc2c(n1)-c1c(oc(C(=O)N3CCOCC3)c1C)CC2 | -22% | 90%[activator]
COc1ccc(C)cc1NC(=O)C1COc2ccccc2C1 (stereo not drawn) | -9% | -6%
Cc1cc(Nc2ccc(Cl)cc2)n2cnnc2n1 | 3% | 3%
CCOC(=O)N1CCN(S(=O)(=O)N2CCCC(C(=O)NCc3ccccc3OCC)C2)CC1 (stereo not drawn) | 0% | 4%
Cn1ncc2c(N3CCN(c4ccccc4)CC3)nc(N3CCOCC3)nc21 | 0% | 5%
CCOc1cc(C(=O)Nc2ccc(-c3cn4cccnc4n3)cc2)cc(OCC)c1OCC | 7% | -1%
Cc1ccc(C)c(Nc2nc3c(S(=O)(=O)c4ccc(Br)cc4)nnn3c3ccsc23)c1 | 0% | ?
C/C(=N\NC(=O)Cc1cccs1)c1ccc2ccccc2c1 | 2%&1% | 1%&0%
COc1ccc(-c2cc(C(F)(F)F)nc(S(=O)(=O)CCC(=O)Nc3ccc(Cl)cc3)n2)cc1 | 9% | -4%
O=S(=O)(Nc1nc2ccccc2nc1Nc1ccccc1)c1cccc2nsnc12 | 1% | -8%
CCC(C)NC(=O)C1CC2CCC1C2 (stereo not drawn) | 2% | 2%
COc1ccc(NC(=O)c2ccccc2NS(=O)(=O)c2ccc3c(c2)OCCCO3)cc1 | 10% | -1%
CCOc1ccc(C(=O)C(C)OC(=O)c2ccc(OCC(N)=O)cc2)cc1 (stereo not drawn) | 1% | 5%
O=C(NCC1(c2ccccc2)CCCC1)c1cc(=O)c2ccccc2o1 | -9% | -12%
CCc1cnc2c(c1SCC(=O)N1CCC(C)CC1)c(=O)n(C)c(=O)n2C | 11% | 3%
Cc1c(-c2ccc(Cl)cc2)nc2ccccc2c1C(=O)NC1CCCCCC1 | -9% | -4%
O=C(CCC1N=C2c3ccccc3N=C(SCc3ccccc3F)N2C1=O)NCc1ccccc1 (stereo not drawn) | -10% | 15%

(continued)
compound | UDG counterscr | AID inh
COc1ccc(NC(=O)CCn2nc(-c3ccccc3OC)c3c(C)cc(C)nc32)cc1 | -7% | -14%
COC(=O)c1ccc2c(=O)n(CCCCCC(=O)NCc3ccccc3)c(=O)[nH]c2c1 | 0% | 10%
CCN(CC)CCCNc1oc(/C=C/c2cccs2)nc1C#N | 3% | 6%
COc1cc(NC(=O)CSc2nc3nc(C)c(Cc4ccccc4Cl)c(C)n3n2)cc(OC)c1 | -25% | ?
Cc1ccc2c(c1)c1c(c(=O)n(Cc3ccccc3)c(=O)n1Cc1cccc(C(F)(F)F)c1)n2C | -2% | 10%
CCN(CC)S(=O)(=O)c1cc(C)ccc1N | -1% | 6%
CCCS(=O)(=O)C(C)C(=O)O (stereo not drawn) | -2% | 5%
O=C(O)C12CC3C4C5CC(C6C5C3C61)C42 (stereo not drawn) | -5% | -4%
O=C(NCc1ccc(F)cc1)c1cc(Sc2ccc(F)cc2F)nc2ccccc12 | 2%[57.5 µM] | 7%
CCc1ccc(NC(=O)CSc2ncc(S(=O)(=O)c3cc(C)ccc3C)c(=O)[nH]2)cc1 | 8% | -18%
O=C(Cc1ccc([N+](=O)[O-])cc1)Nc1ccc2oc(C3CC3)nc2c1 | -10% | -10%
CC(=O)Oc1ccc(-c2cnc3ccccc3n2)cc1 | -3% | -3%
COc1ccc(NC(=O)CN2C(=O)c3cccnc3Sc3ccccc32)cc1OC | -1% | 48%[activator]
Cc1ccccc1NC(=O)CSc1ccc(-c2cccs2)nn1 | -3%[57.5 µM] | -3%
CN(C)c1cccc(C(=O)Oc2ccc(C#N)cc2)c1 | -7% | -10%
CC(Nc1ccc2oc(C(C)(C)C)nc2c1)c1nc(C(C)(C)C)no1 (stereo not drawn) | -7% | -10%
Cc1nc(SCC(=O)Nc2ccccc2F)[nH]c(=O)c1Cc1ccccc1 | -2% | -7%
O=C1CCCc2c1cc(C(=O)NC1CCCC1)c(=O)n2-c1ccc(C(F)(F)F)cc1 | -15% | 48%[activator]
Cc1cc(C)cc(OCC(=O)Nc2ccc(-c3nc4ccccc4o3)cc2)c1 | 67%[activator] | 24%
CCN(CC(=O)NC)S(=O)(=O)c1cccc2cc(C)cnc12 | 5% | 9%
COc1ccc(NS(=O)(=O)c2ccc(N3C(=O)C(C)CS3(=O)=O)cc2)cc1Cl (stereo not drawn) | -1% | -6%
CC1CCC(NC(=O)c2ccc(C(N)=O)cc2)CC1 (stereo not drawn) | 0% | 0%
Cc1cc(C)cc(C(=O)N2CC(=O)Nc3ccc(C)cc3C2c2ccccc2)c1 (stereo not drawn) | -20%[57.5 µM] | ?
O=C(N/N=C/c1ccccc1)C1CC1 | -8% | -4%
CNc1nc(-c2sc3ccccc3c2C)cs1 | 3% | 2%
O=C(Cc1ccccc1)NC1CC(=O)N(c2ccccc2)C1 (stereo not drawn) | -2% | 8%
C#CCN1CCC(C(=O)NCCN(C(C)C)C(C)C)CC1 | 3% | 4%
COC(=O)c1ccc(C(=O)OC)c(NC(=O)c2c(-c3ccccc3)c(-c3ccccc3)nn(C)c2=O)c1 | 1%[57.5 µM] | -16%
COc1ccc(-n2nc(C(=O)Nc3ccc(Cl)cn3)c3c4ccccc4n(C)c3c2=O)cc1Cl | -1% | 22%
CC1=CCC2C(C)(C)CCCC2(C)C1CC/C(C)=C\CC/C(C)=N/NC(N)=O (stereo not drawn) | -13% | -20%
Cn1c(=O)c2c(ncn2Cc2cccc(Br)c2)n(C)c1=O | 4% | -1%
COc1ccc(N2CCN(C(=O)c3cc4c(s3)-c3ccccc3OC4)CC2)cc1 | -10% | 2%
CCN(CC)S(=O)(=O)c1ccc2c(c1)c(=O)c(C(=O)N1CCN(c3cccc(C)c3)C(C)C1)cn2C (stereo not drawn) | -4% | -21%
Cc1cn2c(=O)c(S(=O)(=O)NCCc3ccc(Cl)cc3)c(C)nc2s1 | 11% | -1%
COc1cc(OC)cc(C(=O)Nc2ccc(S(=O)(=O)Nc3cc(C)nc(C)n3)cc2)c1 | 16% | -9%
COC(=O)C1=C(c2ccccc2)c2ccccc2S(=O)(=O)N1CC(=O)Nc1ccc(F)c(F)c1 | 3% | 9%
COc1ccc(-c2nc(CS(=O)(=O)CC(=O)NCc3ccccc3Br)c(C)o2)cc1 | -7% | ?
Cc1ccccc1Cn1nnc2sc3c(c2c1=O)CCCC3 | -5% | ?
C/C(=N/NC(N)=O)c1ccc([N+](=O)[O-])cc1 | -17% | -8%
CC(C)(C)c1cc(CN2CCOCC2)c(C(=O)O)o1 | 0% | -2%
CCc1ccccc1NC(=O)c1cc(S(=O)(=O)NCCc2ccc(OC)c(OC)c2)ccc1F | 15% | -3%
O=S(=O)(Nc1ccccc1Sc1nncs1)C1=Cc2ccccc2CC1 | -6% | 25%
Cn1c(=O)oc2cc(S(=O)(=O)N3CCC(C(=O)NCc4ccccc4Cl)CC3)ccc21 | 3% | 11%
Cc1cc(C)cc(NC(=O)C2CCCN(c3nnc(C)c4c(C)n(-c5ccccc5)nc34)C2)c1 (stereo not drawn) | 8% | 4%
CC(C)OC(=O)c1ccc(NC(=O)CSc2nc(-c3cccs3)cc(C(F)(F)F)n2)cc1 | 2% | 17%
CCCCCCCCNC(=O)c1cccs1 | -10% | -8%
CNC(=O)NC(=O)CNc1ccccc1N(C)Cc1ccccc1 | -6% | -8%
CN(CCCNC(=O)c1cccc2[nH]ncc12)Cc1ccccc1 | -4% | -3%
Cc1cccc(NC(=O)CN(C)C(=O)Cc2cccc(C(F)(F)F)c2)c1C | -6% | 3%
CC(C)(C)OC(=O)N1CCC(c2c(C(=O)N3CCN(c4ccccc4F)CC3)cnn2C(C)(C)C)CC1 | ? | -28%

(listing goes on)
compound | UDG counterscr | AID inh
CCC(C(=O)OCc1cc(=O)n2nc(CCOC)sc2n1)c1ccccc1 (stereo not drawn) | 0% | -4%
CCn1cc(S(=O)(=O)c2cccc(Cl)c2)c(=O)c2cc(F)c(N3CCN(c4ccccc4)CC3)cc21 | -6% | -19%
CC(Oc1ccc(F)cc1)C(=O)N1CCC(c2nc3ccccc3s2)CC1 (stereo not drawn) | -11%[57.5 µM] | -5%[57.5 µM]
CS(=O)(=O)N1CCCC(C(=O)NCCc2ccc(Cl)cc2)C1 (stereo not drawn) | 0% | -3%
Cc1cc(F)ccc1NC(=O)CCS(=O)(=O)c1ccc2c(c1)NC(=O)CO2 | -5% | -9%
CC(C)(CO)NC(=O)c1sc2ccccc2c1Cl | 8% | 2%
CCNCc1ccccc1OCC | 3% | 0%
O=C(Nc1cc(F)ccc1F)Nc1ccc(Cl)cc1C(F)(F)F | 10% | -4%
CCOC(=O)c1c(C)[nH]c(C)c1S(=O)(=O)N1CCCC(C(=O)NCc2cccc(OC)c2)C1 (stereo not drawn) | 1% | 7%
COc1cc2c(=O)n(Cc3ccccc3Cl)c(=O)n(CC(=O)Nc3ccc(C)c(C)c3)c2cc1OC | -8% | -7%
O=C(O)c1ccc(O)cn1 | -1% | 14%
C/C(=N\Nc1ccc(Br)cc1)c1ccc2c(c1)Cc1ccccc1-2 | -12% | 22%
Cc1cc(NC(C)CCc2ccccc2)n2ncnc2n1 (stereo not drawn) | -4% | -4%

Ordered by value in AID inh (rising): some entries from above.
SMILES	AID inh
CCn1cc(S(=O)(=O)c2cccc(Cl)c2)c(=O)c2cc(F)c(N3CCN(c4ccccc4)CC3)cc21	-19%
Cc1cc(F)ccc1NC(=O)CCS(=O)(=O)c1ccc2c(c1)NC(=O)CO2	-9%
O=C(Nc1cc(F)ccc1F)Nc1ccc(Cl)cc1C(F)(F)F	-4%
CS(=O)(=O)N1CCCC(C(=O)NCCc2ccc(Cl)cc2)C1 (stereo not drawn)	-3%

Three entries picked at random from those above:
compound | UDG counterscr | AID inh
O=C(Nc1cc(F)ccc1F)Nc1ccc(Cl)cc1C(F)(F)F | 10% | -4%
CCC(C(=O)OCc1cc(=O)n2nc(CCOC)sc2n1)c1ccccc1 (stereo not drawn) | 0% | -4%
CC(C)(CO)NC(=O)c1sc2ccccc2c1Cl | 8% | 2%

Bioassay records (PubChem BioAssay)

The list is partial (hit frequency here may not be typical).
